High-throughput results: PubChem, National Center for Advancing Translational Sciences (NCATS)
GPT2 inh: blocks human glutamate pyruvate transaminase 2; Q8TD30; Recombinant GPT2, coupled pyruvate oxidase/HRP Amplex Red fluorescence; Potency, µM (top dose mostly 57.7 µM), for the others: at the top dose activity change, negative = inhibition, actives largely listed as inhibitors; hit rate 0.25% among 100,000; AID 1671188; note: potency is the fitted concentration of half-maximal effect; nearly all actives have a fitted effect of over 60% in size; many of its hits are not listed in these tables
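Fluorescence read-out: pyruvate from GPT2 turnover coupled to pyruvate oxidase, HRP and Amplex Red (0.2mM ThPP, 0.2U/mL PO and HRP, 50uM Amplex final). Substrates 250uM a-KG, 2mM L-alanine; enzyme 10ng/uL; 30 min RT.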
IP6K1 inh: blocks human inositol hexakisphosphate kinase 1; Q92551; IP6K1 kinase, ADP-Glo luminescence, 2 h; hits give low values; activity change, % (series mostly up to about 58 µM); hit rate 0.81% among 140,000; in the data active = activity change below about -25%
Target sequence (Q92551 whole entry, looked up): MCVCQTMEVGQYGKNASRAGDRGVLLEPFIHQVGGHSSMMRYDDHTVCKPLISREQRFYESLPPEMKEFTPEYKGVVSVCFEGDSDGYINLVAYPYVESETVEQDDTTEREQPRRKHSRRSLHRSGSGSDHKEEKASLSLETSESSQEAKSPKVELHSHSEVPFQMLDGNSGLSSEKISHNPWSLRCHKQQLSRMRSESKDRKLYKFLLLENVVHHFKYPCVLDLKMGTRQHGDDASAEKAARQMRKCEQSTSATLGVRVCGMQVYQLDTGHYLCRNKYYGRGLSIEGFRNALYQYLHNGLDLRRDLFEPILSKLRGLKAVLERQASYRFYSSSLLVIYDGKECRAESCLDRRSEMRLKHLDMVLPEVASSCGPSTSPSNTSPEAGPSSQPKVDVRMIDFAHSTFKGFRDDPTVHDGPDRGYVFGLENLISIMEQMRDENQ
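ADP-Glo luminescence measures ADP made by human IP6K1 during a 2 h RT reaction with ATP/IP6 (mix at 1.3 mM/130 uM); top library doses 57.5 and 19.1 uM final.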
HEK293 viab: reduces viability of HEK-293 SNCA reporter cells | hit rate 0.12% among 150,000 | HEK-293-SNCA-luc viability, GF-AFC fluorescence, 24 h | AID 1671193 | Potency, µM (highest dose often 57.1 µM), for the others: at the highest dose activity change, negative = cytotoxicity, usual class: cytotoxic;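 note: potency is the fitted concentration of half-maximal effect; 0% = DMSO-treated cells and -100% = medium-only wells without cells; nearly all actives have a fitted effect of over 30% in size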
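HEK-293-SNCA-luc cells (1500/well) plated 24 h, then exposed 24 h to a dilution series; GF-AFC added 30 min at 37C, fluorescence 405/540 nm; normalised to medium-only and DMSO wells, Hill fit.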
SNCA expr inhib: inhibitors of alpha-synuclein (SNCA) gene expression | HEK-293 SNCA-luciferase knock-in, luminescence, 24 h | Potency, µM (doses to about 57.2 µM), inactives show top-dose activity change, negative = inhibition, most hits filed as inhibitors | hit rate 0.17% among 140,000 | AID 1671194;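 note: potency is the fitted concentration of half-maximal effect; plate controls were DMSO cells for no effect and cell-free wells for full effect; nearly all actives have a fitted effect of over 45% in size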
HEK293 tox: kills HEK 293 cells; hit rate 6.6% among 94,000; HEK 293 viability, ATP luminescence (CellTiter-Glo), 48-72 h; Potency, µM (doses to about 115 µM), for the others: at the highest dose activity change, negative = cytotoxicity, most hits filed as inhibitors; note: potency is the fitted concentration of half-maximal effect; nearly all actives have a fitted effect of over 60% in size
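Luminescence from cellular ATP, measured with CellTiter-Glo, indicates HEK 293 viability. Cells plated at 250 cells/well are treated with compound for 48 or 72 hr at 37 degree Celsius before reagent addition.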
FLuc inh: Photinus pyralis luciferase inhibition; purified P. pyralis luciferase, luminescence, biochemical; P08659; hit rate 2.5% among 76,000; AID 1347043; Potency, µM (doses to about 115 µM), for inactives: top-dose activity change, negative = inhibition, usual class: inhibitors; note: potency is the fitted concentration of half-maximal effect; nearly all actives have a fitted effect of over 65% in size
Target sequence (P08659 whole entry, looked up): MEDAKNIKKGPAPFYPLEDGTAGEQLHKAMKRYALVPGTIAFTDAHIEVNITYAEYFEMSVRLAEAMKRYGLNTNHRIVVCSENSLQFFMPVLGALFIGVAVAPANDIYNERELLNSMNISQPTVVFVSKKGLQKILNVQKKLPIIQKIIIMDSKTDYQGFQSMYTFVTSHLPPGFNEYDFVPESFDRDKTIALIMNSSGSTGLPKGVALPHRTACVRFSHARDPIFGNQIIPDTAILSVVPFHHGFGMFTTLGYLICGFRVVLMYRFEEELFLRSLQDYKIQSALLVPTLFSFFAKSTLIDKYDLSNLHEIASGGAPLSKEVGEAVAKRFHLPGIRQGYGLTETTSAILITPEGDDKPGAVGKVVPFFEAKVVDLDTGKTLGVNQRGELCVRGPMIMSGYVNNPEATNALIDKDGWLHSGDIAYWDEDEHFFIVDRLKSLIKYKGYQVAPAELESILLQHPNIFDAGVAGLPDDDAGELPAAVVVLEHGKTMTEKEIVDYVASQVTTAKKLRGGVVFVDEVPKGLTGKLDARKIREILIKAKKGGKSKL
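Luminescence read by CCD imaging after purified firefly luciferase (10nM final) was added to substrate buffer holding 10uM D-luciferin and 10uM ATP, pH 7.5, pre-dosed with compound.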
NIH3T3 tox: kills NIH 3T3 cells. NIH 3T3 viability, CellTiter-Glo ATP luminescence, 48-72 h. Potency, µM (series often up to 96.7 µM), for the others: at the top dose activity change, negative = cytotoxicity, actives largely listed as inhibitors. hit rate 4.3% among 94,000. AID 1345082; note: potency is the fitted concentration of half-maximal effect; nearly all actives have a fitted effect of over 55% in size
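Viability of NIH 3T3 cells after 48 or 72 hr compound treatment at 37 °C was assessed by CellTiter-Glo, with luminescence imaged following a 10 min room-temperature step.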
* hit, by the source's call; i = inactive; ? = inconclusive; nt = not tested or not shown; [ ] = another dose, or the depositor's remark. Unless noted, calls come from the whole dose curve; as a rule, active = well fitted curve in the direction sought with a large enough effect; inconclusive = small, poorly fitted or top-dose-only effect, or another doubt; inactive = no such curve, though single readings can be large; an effect the other way counts as inactive or inconclusive. Unless noted, % is set by controls: 0 for no effect and ±100 for the full control effect. Some of the compounds tested; count on the stated rates, not on these rows.

Results follow in this order: GPT2 inh | IP6K1 inh | HEK293 viab | SNCA expr inhib | HEK293 tox | FLuc inh | NIH3T3 tox
Cc1cccc(OCC(=O)N2[C@H]3CC[C@@H]2c2cnc(-c4ccccc4)nc2C3)c1
  4% | 3 | 9% | 7% | ? | 0% | ?
COCC(=O)NC[C@H]1C[C@@H]2CCN1C[C@@H]2CN1CCc2ccccc2C1
  1%[88.5 µM] | 12 | -11%[87.6 µM] | 7%[87.6 µM] | -7%[172 µM] | 4%[172 µM] | -8%[174 µM]
CC[C@H]1CN2CC[C@H]1C[C@@H]2CNC(=O)N1CCOCC1
  -9%[88.5 µM] | 4 | 1%[87.6 µM] | -2%[87.6 µM] | ? | 1%[230 µM] | -5%[230 µM]
O=C1CC(c2ccc(C(F)(F)F)cc2)c2c(c3ccccc3oc2=O)O1 (stereo unspecified)
  nt | -4 | -4% | ? | nt | nt | nt
Cc1cccc(-n2c(/C=C/c3c[nH]c4ccccc34)nc3ccccc3c2=O)c1
  nt | 5 | -15% | -19% | nt | nt | nt
COc1ccc2c(c1)C1(CCNC1)C(=O)N2 (stereo unspecified)
  i | 4 | -4% | -24% | 4% | -5% | -1%
N#Cc1cccc(-c2ccc(=O)n3c2[C@@H]2C[C@@H](CN(C(=O)NC4CCCCC4)C2)C3)c1
  i | -6 | -16%[87.6 µM] | -3%[87.6 µM] | -11%[172 µM] | 1%[172 µM] | ?
CCOC(=O)[C@@H]1[C@H]2c3ccccc3N(C)C(=O)[C@H]2N(C(=O)NC2CCCC2)[C@@H]1c1ccccc1
  nt | 15 | nt | nt | ? | nt | ?
O=c1ccc(-c2ccccc2)c2n1C[C@H]1C[C@@H]2CN(Cc2ccc(CO)o2)C1
  -27%[88.5 µM] | -3 | 1%[87.6 µM] | -14%[87.6 µM] | -12%[172 µM] | 13%[172 µM] | -11%[174 µM]
CCOC(=O)c1ccc(-c2ccc(OC(=O)N(C)Cc3cccc(-c4ccncc4)c3)cc2)cc1
  i | -6 | -20% | nt | nt | nt | nt
COCC1(CO)C(=O)C2CCN1CC2 (stereo unspecified)
  i | nt | 3% | 11% | nt | nt | nt
Cc1cccc(NC(=O)N2[C@H]3CC[C@@H]2c2cnc(C)nc2C3)c1
  i | 42 | 3% | 0% | -8% | 7% | -18%
CC(N)Cc1c[nH]c2ccc(OCc3cccs3)cc12 (stereo unspecified)
  -29% | nt | 3% | -5% | nt | nt | nt
CCCCOC(=O)N1C[C@H](C(=O)OCC)[C@H]2c3ccccc3N(CCOC)C(=O)[C@]21C
  -12%[27.3 µM] | 8 | -2%[23.9 µM] | -7%[25.6 µM] | ? | nt | -29%[46.1 µM]
CN(Cc1ccccc1)C[C@H]1CN2CC[C@H]1C[C@@H]2CNC(=S)Nc1ccc(N(C)C)cc1
  ? | -23 | -12% | 4% | ? | 1% | ?
COc1cccc(/C=C/c2nc3ccccc3c(=O)n2-c2ccc(Cl)cc2)c1OC
  nt | 1 | 4% | 12% | nt | nt | nt
COP(=S)(OC)SCN1C(=O)c2ccccc2C1=O
  i | -37* | -2%[23.9 µM] | 13%[25.6 µM] | nt | nt | nt
OCC1CN(C2CCC2)CC12CCN(Cc1cccnc1)CC2 (stereo unspecified)
  i | 11 | -2%[12.5 µM] | 1% | -7% | -9% | -5%
COc1cccc(C(=O)CCN[C@@H](C)[C@H](O)c2ccccc2)c1
  -9% | 33 | -33%[23.9 µM] | -31%[25.6 µM] | nt | nt | nt
COc1cc2c(cc1OCc1ccccc1)NC(=O)C21CCN(Cc2ccncc2)CC1
  1%[88.5 µM] | -12 | -5%[87.6 µM] | 52%[activator][87.6 µM] | ? | -5%[172 µM] | ?
C[C@]12CC[C@H]3[C@@H](CCC4=CC(=O)CC[C@@H]43)[C@@H]1CC[C@@H]2OC(=O)CCc1ccco1
  -1% | -2 | 5%[23.9 µM] | -25%[25.6 µM] | nt | nt | nt
COCCNC(=O)[C@H]1CN2CCC1C[C@@H]2Cn1cc(-c2ccc(OC)cc2)nn1 (stereo partly specified)
  i | 6 | 3%[87.6 µM] | 31%[activator][87.6 µM] | -10%[172 µM] | -14%[172 µM] | -33%[174 µM]
C=C[C@H]1CN2CC[C@H]1C[C@@H]2CNC(=O)c1ccc(-c2ccccc2)cc1
  2%[88.5 µM] | 1 | -8%[87.6 µM] | -25%[87.6 µM] | ? | 0%[172 µM] | ?
COc1cc2c(cc1OCC1CC1)NC(=O)C21CCN(Cc2ccccc2O)CC1
  2%[88.5 µM] | -3 | -11%[87.6 µM] | -17%[87.6 µM] | ? | -18%[172 µM] | 40µM*
O=C1Nc2ccccc2CC12CCN2Cc1cccnc1 (stereo unspecified)
  ? | 14 | -6% | -13% | ? | -4%[172 µM] | ?
CC[C@H]1C2CC3[C@@H]4N(C)c5ccccc5[C@]45C[C@@H]([C@H]2[C@H]5O)N3[C@H]1O
  i | 8 | -3% | nt | nt | nt | nt
O=C(O)CSCC(=O)N1C[C@@H]2C[C@H](C1)c1ccc(-c3cccc(C(F)(F)F)c3)c(=O)n1C2
  -1% | 12 | -1% | -8% | ? | -2% | 1%
COCc1cn(C[C@H]2CC3CCN2C[C@@H]3C(=O)NC2CCCCC2)nn1 (stereo partly specified)
  1%[88.5 µM] | 20 | ? | 38%[activator][87.6 µM] | 3%[172 µM] | 5%[172 µM] | 3%[174 µM]
COc1ccc(-c2cc3c(cn2)CN(C)CCN3)cc1OC
  -46%[88.5 µM] | -10 | 13%[87.6 µM] | 160%[activator][87.6 µM] | -43%[172 µM] | ? | ?
O=C1CO[C@H]2CN(Cc3ccccc3)C[C@H]2N1Cc1cccnc1
  1%[88.5 µM] | 3 | 4%[87.6 µM] | 15%[87.6 µM] | -12%[172 µM] | -3%[172 µM] | ?
C[C@]12CCC(=O)C=C1CC[C@@H]1[C@@H]2CC[C@]2(C)C(=O)CC[C@@H]12
  0% | 0 | 39%[23.9 µM] | -12%[25.6 µM] | nt | nt | nt
O=S(=O)(NC[C@H]1C[C@@H]2CCN1C[C@@H]2CN1CCc2ccccc21)c1ccc(Cl)cc1
  ? | -9 | -29% | -12% | 20µM* | -2% | 28µM*
CNCCc1ccc(O)c(O)c1
  ? | nt | ? | 4% | nt | nt | nt
C#C[C@H]1CN2CC[C@H]1C[C@@H]2CNCc1cccc(Cl)c1
  -3%[88.5 µM] | 9 | -10%[87.6 µM] | -27%[87.6 µM] | 126µM* | 0%[230 µM] | ?
O=C1OC(CCN2CCCCC2)OC1(c1ccccc1)c1ccccc1 (stereo unspecified)
  i | 5 | -16%[23.9 µM] | 27%[25.6 µM] | nt | nt | nt
O=C(Nc1nccs1)[C@H]1CN2CCC1C[C@@H]2Cn1cc(CCO)nn1 (stereo partly specified)
  2%[88.5 µM] | 20 | 5%[87.6 µM] | 41%[activator][87.6 µM] | -4%[172 µM] | 0%[172 µM] | -16%[174 µM]
O=C(COc1ccccc1)N1[C@H]2CC[C@@H]1c1cnc(-c3ccccc3)nc1C2
  -22% | 19 | -10% | 35%[activator] | ? | 3% | -15%
Cc1c(Cl)cccc1NC(=O)CN1C(=O)C(C)N=C(c2ccccc2)c2ccccc21 (stereo unspecified)
  nt | 5 | -10% | 2% | nt | nt | nt
Cc1c(Cl)c(OCC(=O)N2CCN(C)CC2)nc2sc(C(=O)NC3CC3)c(N)c12
  i | -3 | -40% | nt | nt | nt | nt
Cc1cccc(CC(=O)N2[C@H]3CC[C@@H]2c2cnc(C)nc2C3)c1
  i | 23 | -1% | ? | i | 2% | i
CN1C(=O)CN=C(c2ccccc2)c2cc([N+](=O)[O-])ccc21
  5% | -5 | -6%[23.9 µM] | -31%[25.6 µM] | nt | nt | nt
C/C=C(\C)C(=O)OC1C2C3(C)CCC(OC4CC(OC)C(OC5OC(C)C(O)C(OC)C5O)C(C)O4)CC3CCC23OC32CCC(C(C)=O)C2(C)C1OC(=O)/C(C)=C/C (stereo unspecified)
  -4%[17.1 µM] | -4 | -10%[12.5 µM] | nt | nt | nt | nt
O=C(c1ccn[nH]1)N1[C@H]2CC[C@@H]1c1cnc(-c3ccccc3)nc1C2
  i | 39 | 7% | -9% | -23% | 8% | -23%
FC(F)(F)CN1C2CCC1CN(c1nccc(C(F)(F)F)n1)C2
  ? | 12 | 5% | 4% | -17% | nt | -4%
CSCC(=O)N1C[C@@H]2C[C@H](C1)c1c(-c3ccc(NC(C)=O)cc3)ccc(=O)n1C2
  ? | 2 | 4%[87.6 µM] | -24%[87.6 µM] | -10%[172 µM] | -2%[172 µM] | -1%[174 µM]
Cc1ccccc1-n1c(/C=C/c2ccc(N(C)C)cc2)nc2ccccc2c1=O
  nt | -7 | ? | -25% | nt | nt | nt
CN1Cc2ccccc2-n2ccnc2C12CCN(C(=O)c1ccccn1)CC2
  -2% | 22 | 2% | -14% | 0% | -5% | -5%
COc1ccc(-c2nc(CN3C(=O)CN=C(c4ccccc4)c4ccccc43)c(C)o2)cc1OC
  nt | -16 | -9% | 24% | nt | nt | nt
O=C1N(Cc2ccccn2)C[C@H]2CN(Cc3cccnc3)CCN12
  -18%[88.5 µM] | -13 | 3%[87.6 µM] | 63%[activator][87.6 µM] | -6%[172 µM] | 4%[172 µM] | -2%[174 µM]
CN(C[C@H]1CN2CC[C@H]1C[C@@H]2CNS(=O)(=O)c1cccs1)c1ccccc1
  i | 6 | -7%[87.6 µM] | -19%[87.6 µM] | ? | -4%[172 µM] | ?
Clc1ccc(C(c2ccc(Cl)cc2)C(Cl)(Cl)Cl)cc1
  1% | 4 | 7%[23.9 µM] | -12%[25.6 µM] | nt | nt | nt
CN(C)Cc1cn(C[C@H]2C[C@@H]3CCN2C[C@@H]3C(=O)Nc2nccs2)nn1
  3%[88.5 µM] | -1 | -21%[87.6 µM] | 1%[87.6 µM] | ? | -24%[172 µM] | ?
CN(C)c1cc2c(cc1Sc1nc3c(N)nccc3n1CCNCC(C)(C)C)OCO2
  4% | -6 | ? | nt | nt | nt | nt
COc1cc2c(cc1OCc1ccccc1)NC(=O)C21CCN(C(=O)C(C)C)CC1
  i | -4 | -5%[87.6 µM] | 27%[87.6 µM] | 89µM* | 6%[172 µM] | 14µM*
Cc1noc(C)c1CC(=O)N1[C@H]2CC[C@@H]1c1cnc(-c3ccccc3)nc1C2
  i | 8 | 16% | -9% | ? | 0% | -24%
CCn1c(CN2CCN(C)CC2)nc2ccccc21
  nt | -2 | -7% | 6% | nt | nt | nt

Another view of part of the listing above.
Molecule	GPT2 inh	IP6K1 inh	HEK293 viab	SNCA expr inhib	HEK293 tox	FLuc inh	NIH3T3 tox
CN(C[C@H]1CN2CC[C@H]1C[C@@H]2CNS(=O)(=O)c1cccs1)c1ccccc1	i	6	-7%[87.6 µM]	-19%[87.6 µM]	?	-4%[172 µM]	?
Clc1ccc(C(c2ccc(Cl)cc2)C(Cl)(Cl)Cl)cc1	1%	4	7%[23.9 µM]	-12%[25.6 µM]	nt	nt	nt
